# BCLXL inh – inhibitors of human Bcl-xL, primary screen, biochemical, fluorescence polarization, HTS; AID 2129, 2009; actives 0.7% (n = 320,000); inhibition, % at 10.9 µM; GST-Bcl-xL / FITC-Bim BH3 peptide fluorescence polarization;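 active means inhibition above the mean of all tested compounds plus 3 SD, cutoff set per campaign, cut at about 30% in these data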;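 further: 0% = DMSO wells and 100% = unlabeled Bim-BH3 peptide competitor; inhibitors lower millipolarization by displacing the labeled peptide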
# Fam108B inh – mouse Fam108B serine hydrolase inhibitors, primary screen, counter-screen for RBBP9 inhibitor project, biochemical, fluorescence polarization. recombinant Fam108B, FP-Rh probe fluorescence polarization. inhibition, % at 9.51 µM. actives 0.33% (n = 300,000). AID 1947, 2009;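 active means inhibition above the screen mean inhibition plus 3 SD, computed separately per campaign, cut at about 18% in these data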;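 further: inhibitors lower polarization as less probe binds the enzyme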
# MCL1-BIM inh – inhibitors of MCL1 binding to BIM-BH3, primary screen, biochemical, fluorescence polarization | Induced myeloid leukemia cell differentiation protein Mcl-1 (Homo sapiens), Q07820 | GST-MCL1 / FITC-Bim-BH3 fluorescence polarization | inhibition, % at 10.9 µM | actives 0.68% (n = 320,000);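 active means inhibition above the mean inhibition of all tested compounds plus 3 SD, set per campaign, cut at about 40% in these data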;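 further: 0% = DMSO wells and 100% = unlabeled Bim-BH3 peptide control; higher means more loss of mP so more displacement of Bim peptide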
# Target sequence (Q07820 whole entry, looked up): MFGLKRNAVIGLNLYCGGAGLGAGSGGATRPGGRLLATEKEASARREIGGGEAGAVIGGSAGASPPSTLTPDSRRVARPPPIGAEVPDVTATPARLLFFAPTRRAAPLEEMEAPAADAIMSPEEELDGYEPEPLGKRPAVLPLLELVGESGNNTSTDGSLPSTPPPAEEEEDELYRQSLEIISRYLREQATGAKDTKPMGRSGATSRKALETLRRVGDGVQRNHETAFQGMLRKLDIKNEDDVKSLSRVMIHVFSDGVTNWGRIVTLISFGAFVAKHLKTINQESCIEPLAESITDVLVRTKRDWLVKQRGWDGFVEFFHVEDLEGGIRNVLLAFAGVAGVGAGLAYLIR
# VLA-4 inh – inhibition in human VLA-4 binding assay, primary screen, VLA-4 allosteric modulator project, MLPCN library, flow cytometry, VLA-4 expressing cells; Integrin alpha-4 (Homo sapiens), P13612; ligand binding flow cytometry; inhibition, % (about 7 µM as worked out from the volumes in the protocol); actives 0.2% (n = 330,000); AID 2557, 2010; in the data active means inhibition above about 50%
# AGP1-GFP MLPCN – modulators of AGP1-GFP expression in yeast TOR pathway, primary screen, cell-based, multiplex flow cytometry, S. cerevisiae, MLPCN library. 3 h; GFP as percent of DMSO wells. GFP response vs DMSO, % at 10 µM. actives 0.02% (n = 320,000);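 active means GFP response relative to DMSO above a set limit, near screen average plus 3 SD, cut at about 150% in these data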;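 further: median GFP channel fluorescence of the gated AGP1 strain per well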
# MEX-5 binding – MEX-5 zinc finger RNA-binding disruptors – biochemical, C. elegans, fluorescence polarization, MLPCN library, primary screen; Zinc finger protein mex-5 (Caenorhabditis elegans), Q9XUB2; MEX-5/FITC-TCR2 RNA binding; stronger effect = lower value; activity score (negative = inhibition of binding), % at 10 µM; actives 0.38% (n = 300,000); AID 1832, 2009;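 active means inhibition past about -25% in most replicates, and total fluorescence under double the plate's negative control median, limit read from the data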;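 further: 0% = DMSO and -100% = 5 µM competing unlabeled TCR2 RNA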
# Target sequence (Q9XUB2 whole entry, looked up): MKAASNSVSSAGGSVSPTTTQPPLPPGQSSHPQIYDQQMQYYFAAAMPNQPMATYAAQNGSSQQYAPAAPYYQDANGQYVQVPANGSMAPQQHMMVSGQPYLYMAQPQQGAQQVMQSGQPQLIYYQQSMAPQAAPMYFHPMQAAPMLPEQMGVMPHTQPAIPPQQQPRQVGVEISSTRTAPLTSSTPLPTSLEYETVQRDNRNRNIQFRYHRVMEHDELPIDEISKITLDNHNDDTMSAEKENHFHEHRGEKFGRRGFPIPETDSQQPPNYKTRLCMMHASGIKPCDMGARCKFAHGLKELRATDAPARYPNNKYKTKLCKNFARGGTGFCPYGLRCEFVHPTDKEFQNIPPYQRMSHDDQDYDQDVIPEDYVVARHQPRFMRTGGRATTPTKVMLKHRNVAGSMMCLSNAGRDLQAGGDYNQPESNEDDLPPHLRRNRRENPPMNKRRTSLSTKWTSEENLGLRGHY
# GRK2 inh – compounds blocking aptamer binding on GRK2 – biochemical, human GRK2, bead flow cytometry, HTS, primary screen | inhibition of aptamer binding, % at 10 µM | actives 0.59% (n = 330,000) | FAM-aptamer displacement from GRK2;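 active means inhibition of aptamer binding above 40%, roughly 3 SD of noise, on plates passing a quality check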;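 further: median bead fluorescence of bound FAM aptamer so fluorescent compounds give negative values; no value below 0 was filed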
# CIT2-GFP yeast – modulators of CIT2-GFP expression in yeast, primary screen, S. cerevisiae, GFP fusion, multiplex flow cytometry, MLPCN library | GFP response vs DMSO, % at 10 µM | S. cerevisiae CIT2-GFP strain, 3 h; 100 means same as DMSO wells | actives 0.065% (n = 320,000);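 active means GFP response relative to DMSO above a set limit, near the screen mean plus 3 SD, cut at about 150% in these data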;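 further: ratio of well median GFP fluorescence to mean of DMSO wells on the plate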
# GLD-1 RNA inh – GLD-1/TGE RNA complex disruptors, primary screen, biochemical, fluorescence polarization | Female germline-specific tumor suppressor gld-1 (Caenorhabditis elegans), Q17339 | purified GLD-1 + fluorescein TGE RNA | inhibition, % at 5.96 µM | actives 0.44% (n = 320,000) | AID 2280, 2010;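 active means percent inhibition above a per-plate cutoff, the plate mean of test compounds plus 3 SD, cut at about 30% in these data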;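 further: 0% = DMSO wells with GLD-1 and probe and 100% = wells lacking GLD-1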
# The depositor's hits bear a star; / = not tested or not shown.
SMILES,BCLXL inh,Fam108B inh,MCL1-BIM inh,VLA-4 inh,AGP1-GFP MLPCN,MEX-5 binding,GRK2 inh,CIT2-GFP yeast,GLD-1 RNA inh
COC(=O)c1cc(NS(=O)(=O)c2ccc(NC(C)=O)cc2)ccc1Cl,6,-2,-2,17,96,2.2,0,101,0
Cc1ccc(C(C)C)c(OCc2ccc(C(=O)N/N=C/c3ccc(O)cc3O)cc2)c1,2,28*,11,10,78,0.5,0,71,5
O=C(OCC(=O)N1CCOCC1)c1ccccc1SCC(=O)N1CCCC1,2,6,5,2,105,-0.4,1,131,-1
O=C(C1=C[C@H](c2ccc(C(F)(F)F)cc2)C[C@H](OCc2ccc(CO)cc2)O1)N1CCOCC1,6,3,10,12,75,-3.5,0,94,8
CCOC(=O)c1sc(-c2ccccn2)nc1C,-1,0,0,12,95,2.0,0,91,-4
CCC(CO)Nc1ncnc2c1cnn2-c1ccc(Cl)cc1 (centres undefined),4,2,-5,-2,97,-0.9,2,102,-2
CCn1cnc2c1c(=O)[nH]c(=O)n2Cc1ccccc1,5,5,16,4,105,-0.1,0,107,16
CN(C)c1ccc(-c2nnc(-c3ccc(S(=O)(=O)C(F)F)cc3)o2)cc1,16,-2,12,-8,96,-34*,0,101,3
Cc1onc(C(=O)NCCc2ccccc2)c1[N+](=O)[O-],3,4,-1,-2,93,-2.0,3,105,-7
COc1ccc(C)cc1N(CC(=O)NCCSCc1ccco1)S(=O)(=O)c1ccc(C)cc1,-2,-4,-5,0,102,1.2,0,106,0
CCCCNC(=O)CSc1nc2ccccc2c(=O)n1C1CCCC1,4,-4,9,21,106,1.9,2,99,3
Cc1cccc(N2CCN(C(=O)c3ccc4c(c3)OCCO4)CC2)c1C,1,-2,1,1,96,2.2,0,100,2
O=C(NN=C1CCCCC1)c1ccccc1-n1cccc1,4,0,0,8,97,-1.5,6,99,2
CC1=C(C)C(C)=C(C#N)C(=C(C#N)C#N)N1,7,-1,0,5,103,2.6,0,95,-2
COc1cc(/C=N/NC(=O)C(=O)/C=C2\NC(C)(C)Cc3ccccc32)ccc1O,1,0,6,-7,106,/,1,116,-1
Cc1cnc(NC(=O)Nc2ccc(Cl)cc2)s1,3,3,6,29,101,-1.2,0,102,7
O=C1NC(=O)/C(=C/c2cccc3ccccc23)S1,8,-5,10,9,84,-0.8,1,100,9
N#CCCN(C(=O)COC(=O)CCc1c[nH]c2ccccc12)c1ccccc1,-3,-3,-4,-8,100,-1.6,0,95,4
COc1ccc(CCN2C(=O)CSC2=S)cc1OC,5,-9,6,-10,99,1.2,1,99,-4
Cc1cccnc1Nc1ncnc(N)c1[N+](=O)[O-],8,-3,10,4,87,-0.3,1,90,7
O=S(=O)(c1ccccc1)N1CCN(C(=S)Nc2ccccc2Cl)CC1,1,4,3,2,102,1.3,9,97,-2
CCOc1ccc(N/C(=N/c2nc(C)cc(C)n2)NC(=O)CC)cc1,2,0,5,-5,106,-0.3,2,87,6
CSc1nnc(-c2cccs2)n1C,3,-3,-6,13,113,-0.7,0,95,1
CSc1nsc(SCC(=O)Nc2nc3ccc(C)cc3s2)n1,2,-13,6,30,103,-5.0,0,104,-3

# Seven structures out of the list, sorted by SMILES length, descending.
SMILES,BCLXL inh,Fam108B inh,MCL1-BIM inh,VLA-4 inh,AGP1-GFP MLPCN,MEX-5 binding,GRK2 inh,CIT2-GFP yeast,GLD-1 RNA inh
COc1cc(/C=N/NC(=O)C(=O)/C=C2\NC(C)(C)Cc3ccccc32)ccc1O,1,0,6,-7,106,/,1,116,-1
N#CCCN(C(=O)COC(=O)CCc1c[nH]c2ccccc12)c1ccccc1,-3,-3,-4,-8,100,-1.6,0,95,4
CCOc1ccc(N/C(=N/c2nc(C)cc(C)n2)NC(=O)CC)cc1,2,0,5,-5,106,-0.3,2,87,6
Cc1cccnc1Nc1ncnc(N)c1[N+](=O)[O-],8,-3,10,4,87,-0.3,1,90,7
O=C(NN=C1CCCCC1)c1ccccc1-n1cccc1,4,0,0,8,97,-1.5,6,99,2
Cc1cnc(NC(=O)Nc2ccc(Cl)cc2)s1,3,3,6,29,101,-1.2,0,102,7
CSc1nnc(-c2cccs2)n1C,3,-3,-6,13,113,-0.7,0,95,1

# The listing continues.
SMILES,BCLXL inh,Fam108B inh,MCL1-BIM inh,VLA-4 inh,AGP1-GFP MLPCN,MEX-5 binding,GRK2 inh,CIT2-GFP yeast,GLD-1 RNA inh
O=C(CN1C(=O)/C(=C/c2ccc(F)cc2)SC1=S)NC1C=CS(=O)(=O)C1 (centres undefined),-3,-6,2,10,108,-4.0,3,105,1
Cc1cccc(N(C)C(=O)C2CCCN2S(=O)(=O)c2cccc3nsnc23)c1 (centres undefined),4,-1,4,4,100,-1.2,4,93,5
OCCNc1ncnc2c1c(-c1ccccc1)c(-c1ccccc1)n2Cc1ccco1,2,2,-3,-1,100,0.2,2,103,-2
O=C(CCCOc1ccccc1)N1CCN(S(=O)(=O)c2ccccc2)CC1,-3,/,-7,8,99,/,0,104,7
COc1ccccc1N1CCN(CCCCN2C(=O)C3CCCCN3C2=O)CC1 (centres undefined),8,0,5,17,97,0.5,/,105,1
Cc1nn(C(=O)Cn2cc([N+](=O)[O-])cn2)c(C)c1Cl,0,4,-6,5,106,-1.2,0,107,2
CCC(C)n1c(SCC(=O)NCCc2ccc(S(N)(=O)=O)cc2)nc2ccsc2c1=O (centres undefined),0,-3,1,-6,98,1.2,0,98,0
Cc1ccc(NC(=O)C2OCCc3ccccc32)cc1C (centres undefined),2,-3,1,9,94,/,2,80,0
N#Cc1ccc(Sc2nc3ccccc3[nH]2)cc1C#N,0,2,0,2,96,0.2,0,/,-2
Cc1cc(-n2c(SCC(=O)Nc3ccc(F)c(F)c3)nc3n[nH]c(C)c3c2=N)ccc1Cl,1,-17,0,5,104,1.2,1,94,-2
O=C(O)c1cn[nH]c1-c1cccc([N+](=O)[O-])c1,12,0,8,7,106,-5.9,0,107,0
COc1ccc(/C=c2\sc3nc(=O)c(C)nn3c2=O)c(OC)c1,-14,-1,-22,22,90,-40*,0,80,-5
CNC(=O)NC(=O)C(C)OC(=O)c1ccc(Cl)c(S(=O)(=O)Nc2ccc(F)cc2)c1 (centres undefined),0,2,-3,0,103,-0.5,2,105,1
Clc1ccc(Cc2nnc(-c3ccccc3Br)o2)cc1,-1,-1,9,-23,99,-2.8,0,92,1
CCOC(=O)N1CCC(N2Cc3cccc(C(=O)NCc4ccc(C)cc4)c3C2=O)CC1,4,3,1,50*,107,-0.5,0,103,3
CC1CCCC(NC(=O)CNCc2ccccc2F)C1C (centres undefined),7,-4,2,-5,106,-1.0,4,108,4
CCOc1cccc(NC(=O)CC#N)c1,1,2,-8,9,101,0.5,0,97,-11
Cc1cc2ccccc2n1CCNC(=O)c1ccc(Br)o1,34*,-4,48*,0,94,-20,3,83,36*
COc1ccc(CNC(=O)c2cc(C)nn2-c2ccccc2)cc1,-2,-1,3,9,99,0.1,2,93,-4
C=CCC(CC=C)(NC(=O)c1ccccc1C)c1ccccc1,5,-1,2,14,93,0.4,0,94,2
Cc1nn2c(N3CCCC3)cc(C(C)C)nc2c1-c1ccccc1,-3,-1,-2,9,104,1.7,0,108,12
O=C(CN1C(=O)NC2(CCCC2)C1=O)Nc1ccccc1F,0,0,0,-1,100,-0.4,0,102,1
Cc1ccccc1-n1c(C)nnc1SCC(=O)NCC1CCCO1 (centres undefined),-4,-3,1,9,112,0.6,0,114,0
Cc1nc(Cl)c2oc3ccccc3c2n1,3,-2,-7,-4,101,0.4,0,100,1
N/C(=N\OC(=O)COc1ccc2ccccc2c1Br)c1cccnc1,1,-3,-6,6,93,0.3,0,95,2
COc1ccc(C2=NCCc3cc(OC)c(OC)cc32)cc1,0,1,-7,6,93,0.4,0,99,4
CC(C)(C)c1csc(NC(=O)CSC2=NCCS2)n1,4,1,2,-10,99,-2.4,0,90,6
O=C(Cn1nnc(-c2ccccc2)n1)NCc1ccc2c(c1)OCO2,0,-9,-1,-3,92,1.3,0,89,-5
Cc1c(Cl)c([N+](=O)[O-])nn1CCCC(=O)NCCc1ccccc1,7,-4,5,3,99,-0.8,0,94,2
COC(=O)C1=C(C)NC(=O)C1(Nc1nccs1)C(F)(F)F (centres undefined),1,1,-1,3,/,1.2,2,106,0
O=C(NC1CC2CCCC(C1)N2C(=S)Nc1ccccc1)C1CC1 (centres undefined),5,2,1,1,104,-0.5,6,101,7
O=C(c1ccc2oc(CCCc3ccccc3)nc2c1)N1CCCCC1CO (centres undefined),/,/,/,6,96,0.4,0,94,/
Cc1cccc(C(=O)Nc2ccccc2SCC2CSc3nc4ccccc4c(=O)n32)c1 (centres undefined),6,-2,-1,9,104,2.7,0,100,0
CCS(=O)(=O)N1CCN(c2ccc([N+](=O)[O-])c(N3CCOCC3)c2)CC1,4,2,5,17,98,-6.4,0,91,0
Cc1cc(S(=O)(=O)NCCCN2CCOCC2)ccc1Br,-4,/,-1,0,105,/,0,102,-7
CC(=O)Nc1cccc(NC(=O)CSc2nccn2Cc2ccc(F)cc2)c1,6,1,8,-3,112,-2.2,0,114,1
Cc1ccccc1C(=O)N1CCC(C(=O)Nc2ccc3c(c2)OCCO3)CC1,-1,0,5,6,103,-1.0,0,99,1

# Part of the list above, reformatted:
Compound	BCLXL inh	Fam108B inh	MCL1-BIM inh	VLA-4 inh	AGP1-GFP MLPCN	MEX-5 binding	GRK2 inh	CIT2-GFP yeast	GLD-1 RNA inh
CCOc1cccc(NC(=O)CC#N)c1	1	2	-8	9	101	0.5	0	97	-11
CNC(=O)NC(=O)C(C)OC(=O)c1ccc(Cl)c(S(=O)(=O)Nc2ccc(F)cc2)c1 (centres undefined)	0	2	-3	0	103	-0.5	2	105	1
N#CCCN(C(=O)COC(=O)CCc1c[nH]c2ccccc12)c1ccccc1	-3	-3	-4	-8	100	-1.6	0	95	4
Cc1cccc(N(C)C(=O)C2CCCN2S(=O)(=O)c2cccc3nsnc23)c1 (centres undefined)	4	-1	4	4	100	-1.2	4	93	5
CCOc1ccc(N/C(=N/c2nc(C)cc(C)n2)NC(=O)CC)cc1	2	0	5	-5	106	-0.3	2	87	6
